Source: PubChem BioAssay
GIRK2 activator – activators of NPY4-receptor-primed GIRK2 channels, summary, cell-based, HEK293, thallium flux | G protein-activated inward rectifier potassium channel 2 (Homo sapiens), P48051 | activation (% efficacy), % for hits at 37.5 µM | 34,000 tested, under 10 active | HEK293 GIRK2/NPY4 cells, thallium flux fluorescence;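 active = primary screen hit, no activity in plain HEK293 cells, and in GIRK2-only cells above 5% efficacy rising with concentration; inactive = the rest, including fluorescent compounds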;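 note: efficacy is normalized control-subtracted fluorescence 15 s after thallium addition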
Target sequence (P48051 whole entry, looked up): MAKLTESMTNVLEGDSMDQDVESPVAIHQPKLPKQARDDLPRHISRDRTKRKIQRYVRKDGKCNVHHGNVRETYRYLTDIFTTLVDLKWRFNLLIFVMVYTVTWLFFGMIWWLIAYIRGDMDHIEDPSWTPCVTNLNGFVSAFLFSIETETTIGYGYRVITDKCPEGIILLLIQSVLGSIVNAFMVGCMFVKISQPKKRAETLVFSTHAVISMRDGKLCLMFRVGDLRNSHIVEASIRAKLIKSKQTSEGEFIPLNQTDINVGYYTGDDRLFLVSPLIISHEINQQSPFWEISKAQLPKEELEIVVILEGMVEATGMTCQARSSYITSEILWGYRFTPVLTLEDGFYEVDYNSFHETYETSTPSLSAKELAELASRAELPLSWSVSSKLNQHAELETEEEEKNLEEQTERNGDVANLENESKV
Calls only; i = inactive. A portion of the library; count on the stated rates, not on these rows.

SMILES | GIRK2 activator
CCCNC(=O)Cn1nc(-c2ccco2)c2sc(N3CCCCC3)nc2c1=O | i
COc1ccc(NC(=O)c2ccccc2NS(=O)(=O)c2ccc(Cl)cc2)c([N+](=O)[O-])c1 | i
COc1ccc(-c2noc(CSc3nc4ccsc4c(=O)[nH]3)n2)c(OC)c1 | i
O=C(NCc1nc2ccccc2n1CCCCOc1ccccc1Cl)c1ccco1 | i
Cc1nn(-c2nc(C)c(C)c(=O)[nH]2)c(C)c1CCC(=O)NCC1CCCO1 (configuration not stated) | i
O=C(Cn1cncn1)Nc1ccc(S(=O)(=O)Nc2nccs2)cc1 | i
CNC(=O)c1ccsc1NC(=O)C1CCN(S(=O)(=O)c2ccc(C)cc2)CC1 | i
COc1ccc(SCCC(=O)Nc2cc([N+](=O)[O-])ccc2OC)cc1 | i
COc1ccc(CNC(=O)CCc2sc(C)nc2-c2cccs2)cc1OC | i
Cn1nccc1C(=O)Nc1nnc(CS(=O)(=O)c2ccccc2)o1 | i
COc1ccc(NC(=O)Nc2ccc3c(c2)N(C(=O)C(C)C)CCC3)cc1 | i
COc1ccc(-c2nnc(NC(=O)c3cc(C)nn3C)o2)cc1OC | i
CNC(=O)Cc1ccc(NS(=O)(=O)c2cc(Cl)ccc2OC)cc1 | i
COCCNC(=O)Cn1nc2c(c1NC(C)=O)CSC2 | i
CC1CC(=O)Nc2c1c(NC(=O)c1ccc(F)cc1F)nn2C (configuration not stated) | i

Exported with each value named: entries from further up.
> COc1ccc(SCCC(=O)Nc2cc([N+](=O)[O-])ccc2OC)cc1
  GIRK2 activator: i

> COc1ccc(CNC(=O)CCc2sc(C)nc2-c2cccs2)cc1OC
  GIRK2 activator: i

(cont.)
SMILES | GIRK2 activator
Cc1ccnc(Nc2ccc(NCCNC(=O)c3c(F)cccc3F)nn2)c1 | i
CC(=O)N1CC(C(=O)Nc2cccc3nsnc23)C1 | i
O=C(Nc1cc2c3c(c1)CCN3C(=O)CC2)c1ccc2c(c1)OCO2 | i
COc1cc(N2CCN(S(=O)(=O)c3ccccc3)CC2)nc(OC)n1 | i
O=C(Nc1nnc(-c2ccc(Br)s2)o1)C1COc2ccccc2O1 (configuration not stated) | i
O=C(Cc1csc(Nc2ccccc2)n1)N1CCN(c2ccccc2)CC1 | i
O=C(O)C1CC(=O)N(C2CCOCC2)C1 (configuration not stated) | i
O=C(Cn1c(=O)n(Cc2ccc(F)cc2)c(=O)c2nccnc21)N1CCN(c2ccc(F)cc2)CC1 | i
Cc1cc(NC(=O)c2ccc(S(=O)(=O)Nc3ccc4c(c3)OCO4)o2)no1 | i
CS(=O)(=O)N1CCN(CC(O)CON=C2c3ccccc3-c3ccccc32)CC1 (configuration not stated) | i
CCn1c(=NC(=O)c2ccnn2C)sc2cc(SC)ccc21 | i
CCNC(=O)N1CCN(Cc2nc(-c3cccs3)cs2)CC1 | i
O=C(NCCCn1ccnc1)c1ccc(S(=O)(=O)N2CCOCC2)o1 | i
COc1ccc(Cl)cc1NC(=O)NCC1(c2cccs2)CC1 | i
COc1ccc(N2CCCS2(=O)=O)cc1NC(=O)NCc1cccs1 | i

Structures above containing an aryl thioether with sulfur outside any ring, in the order listed:
SMILES | GIRK2 activator
COc1ccc(-c2noc(CSc3nc4ccsc4c(=O)[nH]3)n2)c(OC)c1 | i
COc1ccc(SCCC(=O)Nc2cc([N+](=O)[O-])ccc2OC)cc1 | i
CCn1c(=NC(=O)c2ccnn2C)sc2cc(SC)ccc21 | i

Next section.
SMILES | GIRK2 activator
O=C(c1cc2cccnc2n(Cc2ccc(F)cc2)c1=O)N1CCC(Cc2ccccc2)CC1 | i
COC(=O)c1cc(-c2ccco2)nc2c1c(-c1ccco1)nn2C1CCS(=O)(=O)C1 (configuration not stated) | i
CC1CCc2c(sc(NC(=O)Oc3ccccc3)c2C(N)=O)C1 (configuration not stated) | i
O=C(C1COc2ccccc2O1)N1CC(c2nc(-c3cccc(C(F)(F)F)c3)no2)C1 (configuration not stated) | i
Cc1cc(C(=O)N2CCOCC2)nn1CC(=O)Nc1ccc(OC(F)(F)F)cc1 | i
Cc1ccc(S(=O)(=O)Nc2ccc3c(c2)N(C(=O)c2cccs2)CC3)c(C)c1 | i
COC(=O)c1sccc1S(=O)(=O)N(CC(=O)Nc1cccc(OC)c1)c1ccc(Cl)cc1 | i
COc1ccccc1NC(=O)Nc1ccc(Nc2ccc(-n3nc(C)c(C)c3C)nn2)cc1 | i
O=C(Nc1ccc(Br)cc1F)C1CCCN(c2ccc(-n3ccnc3)nn2)C1 (configuration not stated) | i
CS(=O)(=O)N1CCN(CCNC(=O)c2nc3ccccc3s2)CC1 | i
COc1cc(NC(=O)Nc2cc(N3CCCS3(=O)=O)ccc2OC)cc(OC)c1 | i
COc1cccc(C(=O)N2CCN(C(=O)c3cnn4ccccc34)CC2)c1OC | i
COc1cc(/C=C/C(=O)Nc2nnc(C3CCCCC3)o2)cc(OC)c1OC | i
COc1cccc(CN(c2cccc(C)c2)S(=O)(=O)c2ccc3nncn3c2)c1 | i
COc1cccc(C(=O)NCCNC(=O)c2ccc(NC(=O)C3CC3)cc2)c1 | i

Part of the list above, as labelled records.
SMILES: CC1CCc2c(sc(NC(=O)Oc3ccccc3)c2C(N)=O)C1 (configuration not stated)
  GIRK2 activator = i
SMILES: O=C(C1COc2ccccc2O1)N1CC(c2nc(-c3cccc(C(F)(F)F)c3)no2)C1 (configuration not stated)
  GIRK2 activator = i
SMILES: Cc1cc(C(=O)N2CCOCC2)nn1CC(=O)Nc1ccc(OC(F)(F)F)cc1
  GIRK2 activator = i
SMILES: Cc1ccc(S(=O)(=O)Nc2ccc3c(c2)N(C(=O)c2cccs2)CC3)c(C)c1
  GIRK2 activator = i

Continued.
SMILES | GIRK2 activator
O=S(=O)(c1ccc2ccccc2c1)N1CCN(c2ccc(-c3ccccc3)nn2)CC1 | i
COc1cn(CC(=O)N2CCCc3ccccc32)c(CSc2nc(C)cs2)cc1=O | i
O=C(CSc1nc(=O)n(CCO)c2c1CCCC2)NCc1ccc(F)cc1 | i
O=C(Cc1csc(NC(=O)c2ccc(=O)[nH]c2)n1)NCc1cccs1 | i
COCc1cc(=O)[nH]c2cc(NC(=O)c3ccc(Cn4ccnc4)cc3)ccc12 | i
CC(=O)Nc1ccc(C2=NN(C(=O)c3ccco3)C(c3ccco3)C2)cc1 (configuration not stated) | i
CC(C)c1c(C(=O)Nc2nccs2)nnn1-c1cccc(C(F)(F)F)c1 | i
CC1Cc2c(NC(=O)C3CC3)nn(C)c2NC1=O (configuration not stated) | i
O=C(Cc1ccc(NS(=O)(=O)c2ccccc2F)cc1)NC1CC1 | i
O=C(NCCOc1ccc2nnc(-c3cccc(F)c3)n2n1)c1cc(-c2ccccc2)n[nH]1 | i
COc1cc2nc(NC(=O)c3ccnn3C)sc2cc1OC | i
O=C(CCCn1nc(-c2cccs2)ccc1=O)Nc1ccc(-c2ccc(=O)[nH]n2)cc1 | i
Cc1noc(C)c1S(=O)(=O)N1CCN(Cc2nc(-c3ccco3)cs2)CC1 | i
COc1nn(C)cc1C(=O)Nc1ccc2c(c1)N(C(=O)c1ccco1)CC2 | i
CC(=O)N1CCC(C(=O)NCC#CCN2CCc3ccccc3C2)CC1 | i
COc1ccc(SCCC(=O)Nc2nc3ccc(OC)cc3s2)cc1 | i
COc1cc(N2CCN(S(=O)(=O)c3cc(Cl)ccc3Cl)CC2)nc(OC)n1 | i
Cc1c(Cl)cccc1NC(=O)Cc1cc(-c2ccc(F)cc2)on1 | i
NC(=O)CSc1nc(=O)n(CCCO)c2c1CCCC2 | i
CC(C)n1nccc1-c1nnc(NC(=O)CCSc2ccc(Cl)cc2)o1 | i
Cc1cccc(Nc2nnc(CC(=O)NC(C)c3ccc(F)cc3)s2)c1 (configuration not stated) | i
Cc1ccccc1NC(=O)NC1CCS(=O)(=O)C1 (configuration not stated) | i
COc1ccc(C(=O)NCC2CCN(Cc3ccco3)CC2)cc1OC | i
COc1ccc(C(CNC(=O)C(=O)Nc2cccc(SC)c2)N2CCOCC2)cc1 (configuration not stated) | i
CC1CCC2(CC1)NC(=O)N(CC(=O)NCc1ccc(F)cc1)C2=O (configuration not stated) | i
CCOc1ccc(C(=O)NCC(c2cccc3ccccc23)N2CCOCC2)cc1OCC (configuration not stated) | i
CCOC(=O)N1CCN(C(=O)Cn2cnc3c(nnn3C)c2=O)CC1 | i
COc1ccc(-c2c(C)nn3c(-n4ccnc4)cc(C)nc23)cc1OC | i
CCC(=O)Nc1ccc(SCC(=O)Nc2ccc(C(F)(F)F)cc2)nn1 | i
O=C(Cn1cc(-c2nnc(-c3ccco3)o2)c2ccccc21)NCCc1ccccc1 | i

Entries shown so far that have an NH in an aromatic ring:
SMILES | GIRK2 activator
COc1ccc(-c2noc(CSc3nc4ccsc4c(=O)[nH]3)n2)c(OC)c1 | i
Cc1nn(-c2nc(C)c(C)c(=O)[nH]2)c(C)c1CCC(=O)NCC1CCCO1 (configuration not stated) | i
O=C(Cc1csc(NC(=O)c2ccc(=O)[nH]c2)n1)NCc1cccs1 | i
COCc1cc(=O)[nH]c2cc(NC(=O)c3ccc(Cn4ccnc4)cc3)ccc12 | i
O=C(NCCOc1ccc2nnc(-c3cccc(F)c3)n2n1)c1cc(-c2ccccc2)n[nH]1 | i
O=C(CCCn1nc(-c2cccs2)ccc1=O)Nc1ccc(-c2ccc(=O)[nH]n2)cc1 | i

(cont.)
SMILES | GIRK2 activator
CS(=O)(=O)N1CCCCC1C(=O)N1CCN(c2nc3ccc(F)cc3s2)CC1 (configuration not stated) | i
O=C(CN1CCC(c2nnc(-c3ccc(F)cc3)o2)CC1)Nc1cccc(Cl)c1Cl | i
CC(O)CNC(=O)C(=O)NCc1cccs1 (configuration not stated) | i
CCCCS(=O)(=O)N1CCN(c2cc(-n3ccnc3C)ncn2)CC1 | i
O=C(c1cc2ccccc2oc1=O)N1CCC2(CC1)NC(=O)N(Cc1ccc(F)cc1)C2=O | i
Cc1cc(CN2CCC(CNS(=O)(=O)c3c(C)noc3C)CC2)c(C)o1 | i
NS(=O)(=O)c1ccc(CCNC(=O)C(=O)Nc2ccc(F)c(Cl)c2)cc1 | i
O=C(c1cccc2[nH]ccc12)N1CCN(c2cc(-c3ccccc3)[nH]n2)CC1 | i
CC(C)C(=O)Nc1ccc(SCCN(C(C)C)C(C)C)nn1 | i
CCCCn1c(NCCCN2CCOCC2)nc2c1c(=O)[nH]c(=O)n2C | i
COc1ccc(-c2ccc(=O)n(CCNC(=O)Nc3cccc(C(F)(F)F)c3)n2)cc1 | i
Cc1cc(C)c(NC(=O)C(=O)NCC2COC3(CCCC3)O2)c(C)c1 (configuration not stated) | i
CCOCCCNC(=O)C(=O)NCc1ccccc1Cl | i
COc1ccc(Cl)cc1C(=O)NCC1CCN(Cc2cccs2)CC1 | i
O=S(=O)(c1ccc2nncn2c1)N(Cc1cccc(F)c1)c1ccc2c(c1)OCO2 | i
COc1ccc(-n2c(N)c(C(=O)NCC(C)C)c3nc4ccccc4nc32)cc1OC | i
COc1ccc(N=Cc2c(NCCO)nc3c(C)cccn3c2=O)cc1 | i
COc1ccc2c(CC(=O)Nc3cccc(C(F)(F)F)c3)cc(=O)oc2c1 | i
O=C(COc1ccccc1F)NCCN1CCN(C(=O)c2ccsc2)CC1 | i
CCc1ccc(NCc2cc3cc4c(cc3n(CC(=O)Nc3ccccc3)c2=O)OCCO4)cc1 | i
O=C(CS(=O)(=O)c1ccccc1)N(CCN1CCOCC1)c1nc2c(F)cccc2s1 | i
CCc1nnc(-c2ccc(NC(=O)c3ccc4c(c3)OCO4)cc2)o1 | i
Cc1cc(C(=O)N(Cc2ccccn2)c2nc3c(C)ccc(Cl)c3s2)on1 | i
COc1ccc(OC)c(-c2ccc(N3CCN(C(=O)CC4CCCC4)CC3)nn2)c1 | i
O=C(c1cc2ccccc2o1)N1CCC(CNS(=O)(=O)c2ccc(C(F)(F)F)cc2)CC1 | i
CC(C)N(CC#CCNS(=O)(=O)Cc1cccc(F)c1)C(C)C | i
CCOC(=O)Nc1nc(CC(=O)NCCC(C)C)cs1 | i
O=C(Nc1ccccc1NC(=O)c1ccccc1C(F)(F)F)c1ccccn1 | i
Cc1ccc(C)c(S(=O)(=O)c2cnc(SCC(=O)Nc3cccc(Cl)c3)[nH]c2=O)c1 | i
CCCS(=O)(=O)Nc1ccc(C)c(N2CCCC2=O)c1 | i
COc1ccc(-c2ccc(N3CCN(C(=O)c4cnc5ccccc5n4)CC3)nn2)cc1 | i
CCOc1ccccc1NC(=O)c1sc(=S)n(-c2ccc(OC)cc2OC)c1N | i
COc1ccc(NC(=O)c2ccc(N3CCCCS3(=O)=O)cc2)cc1OC | i
Cc1cc(O)c(C(c2ccccc2Cl)c2c(O)cc(C)[nH]c2=O)c(=O)[nH]1 | i
COc1ccccc1-c1csc(-c2ccccn2)n1 | i
O=C(CN1CCN(C(=O)CCSc2ccccc2)CC1)c1cccs1 | i
COc1ccc(-c2ccc(=O)n(CCNC(=O)C(C)Oc3ccc4c(c3)OCO4)n2)cc1 (configuration not stated) | i
CCOC(=O)C1CCN(C(=O)CN2C(=O)c3ccccc3S2(=O)=O)CC1 | i
CCc1cccc(NC(=O)NCCNc2cc(-n3ccnc3C)nc(C)n2)c1 | i
COc1ccc(NC(=O)Cn2nc(-c3ccco3)c3sc(N4CCCCC4)nc3c2=O)c(OC)c1 | i
Cc1cccn2c(=O)c3cc(C(=O)N(C)C)n(Cc4ccccc4)c3nc12 | i
NC(=O)C1CCN(Cc2ccccn2)CC1 | i
Cn1nc(-c2cccc(NS(=O)(=O)c3ccc(F)c(Cl)c3)c2)ccc1=O | i
Cc1cc(C)c(S(=O)(=O)NCc2cccnc2)cc1N(C)S(=O)(=O)c1ccccc1 | i
CC(C)NC(=O)CCN1C(=O)c2ccccc2S1(=O)=O | i
O=C(/C=C/c1cccnc1)NC1(c2nc(-c3cnccn3)no2)CCCCC1 | i
Cc1ccc2oc(=O)c(S(=O)(=O)c3ccc(F)c(Cl)c3)cc2c1 | i
Cc1cc(NC(=O)CSc2nnc(N3CCN(C(=O)c4ccc5c(c4)OCO5)CC3)s2)no1 | i
O=C1CCCCN1c1cccc(NS(=O)(=O)c2cc(Cl)ccc2Cl)c1 | i
O=C(CCc1nc2sc3c(c2c(=O)[nH]1)CCCC3)Nc1cccc(Cl)c1 | i
